High-throughput results (PubChem)
DT40 TDP1 CPT – DT40-hTDP1 cell growth loss with CPT; 420,000 tested, 12% active; chicken DT40 Tdp1-/-;hTDP1 cells + 20 nM CPT, ATP luminescence, 48 h; AID 686979; Potency, µM (highest dose often 46.2 µM), inactives show top-dose activity change, negative = growth inhibition, most hits filed as inhibitors; note: nearly all actives have a fitted effect of over 55% in size
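Chicken DT40 Tdp1-/- cells stably complemented with human TDP1 were seeded at 400 cells/well in medium containing 20 nM camptothecin, exposed to pin-transferred compounds, and grown at 37 °C for at least 48 hr. Viability was read as ATP luminescence.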
TDP1 block – inhibitors of human tyrosyl-DNA phosphodiesterase TDP1; recombinant TDP1, AlphaScreen DNA substrate cleavage; Potency, µM (doses to about 130 µM), inactives show at the highest dose activity change, negative = inhibition, most hits filed as inhibitors; 350,000 tested, 0.28% active; AID 485290; note: nearly all actives have a fitted effect of over 40% in size
Target sequence (Q9NUW8 whole entry, looked up): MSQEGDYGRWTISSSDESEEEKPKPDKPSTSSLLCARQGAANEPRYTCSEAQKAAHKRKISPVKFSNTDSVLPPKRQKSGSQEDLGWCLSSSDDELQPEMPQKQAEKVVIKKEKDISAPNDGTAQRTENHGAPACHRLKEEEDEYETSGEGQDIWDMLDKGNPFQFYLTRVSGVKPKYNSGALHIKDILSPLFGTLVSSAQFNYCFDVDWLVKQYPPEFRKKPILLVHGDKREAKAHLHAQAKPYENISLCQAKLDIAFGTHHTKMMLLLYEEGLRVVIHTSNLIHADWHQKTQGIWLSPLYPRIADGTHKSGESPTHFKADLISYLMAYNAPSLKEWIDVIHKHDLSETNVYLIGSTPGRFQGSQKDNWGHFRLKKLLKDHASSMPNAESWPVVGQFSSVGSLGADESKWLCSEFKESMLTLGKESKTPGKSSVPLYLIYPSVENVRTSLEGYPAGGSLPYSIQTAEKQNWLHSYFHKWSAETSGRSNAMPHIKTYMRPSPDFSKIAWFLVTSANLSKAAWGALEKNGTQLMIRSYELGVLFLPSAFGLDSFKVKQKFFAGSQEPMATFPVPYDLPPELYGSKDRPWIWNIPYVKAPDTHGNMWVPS
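Recombinant human Tdp1 (E. coli-expressed, 1 nM final) preincubated with compounds 15 min at room temperature, then 5'-biotin/3'-phosphotyrosine-FITC DNA substrate (15 nM final) added for 5 min. AlphaScreen beads (10 ug/ml final) added 10 min; cleavage lowers signal.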
TDP1 cell noCPT – qHTS for Inhibitors of human tyrosyl-DNA phosphodiesterase 1 (TDP1): qHTS in cells in absence of CPT; DT40 Tdp1-/- hTDP1 cells, no CPT, ATP luminescence, 48 h; Potency, µM (series often up to 46.2 µM), for inactives: top-dose activity change, negative = growth inhibition, hits mostly inhibitors; 420,000 tested, 15% active; note: nearly all actives have a fitted effect of over 55% in size
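Luminescent ATP content (CellTiter-Glo) served as the growth readout. Knockout chicken DT40 cells expressing human TDP1 were exposed to compounds without camptothecin for a minimum 48 hr at 37 °C.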
Numbers without * were called inactive; ? = inconclusive; / = not tested or not shown; & = joins results of further samples; ! = repeats disagree; [ ] = remark or other dose. Calls come from the whole dose curve; as a rule, active = well fitted curve in the direction sought with a large enough effect; inconclusive = small, poorly fitted or top-dose-only effect, or another doubt; inactive = no such curve, though single readings can be large; an effect the other way counts as inactive or inconclusive. % is set by controls: 0 for no effect and ±100 for the full control effect; potency is the fitted concentration of half-maximal effect. Only part of the results is shown; count on the stated rates, not on these rows.

mol	DT40 TDP1 CPT	TDP1 block	TDP1 cell noCPT
C[C@]12CCC3C(CC[C@H]4C[C@H](O)CC[C@]34C)C1[C@@H](O)C[C@@H]2O (some centres not stated)	-14%	2%	-25%
Fc1ccc2c(c1)nnn2C1CCN(Cc2nnnn2CCc2ccccc2)CC1	?	2%	?
O=C(Cc1ccccc1)OC(COCc1ccccc1)CN1CCOCC1 (configuration not stated)	-5%	0%	-18%
S=C=Nc1cccc(C2(N3CCCCC3)CCCCC2)c1	21µM*	13%[56.1 µM]	16µM*
CC(C)C[C@H](NC(=O)[C@H](Cc1ccccc1)NC(=O)CNC(=O)[C@H](C)NC(=O)[C@@H](N)Cc1ccc(O)cc1)C(=O)O	2%[4.12 µM]	9%	-11%[4.12 µM]
COc1ccccc1C=C1C(=O)NC(=S)NC1=O	-17%	/	2%
CC12CCC3C(CCC4(O)CC(O)CCC34C=O)C1(O)CCC2C1=CC(=O)OC1 (configuration not stated)	10µM*	/	7.3µM*
O=C(Nc1ccc(Cl)c(C(F)(F)F)c1)c1ccc2c(c1)CCN2S(=O)(=O)c1ccccc1	9.2µM*	5%	9.2µM*
Cc1ccc(CNC(=O)c2ccc(CSc3nc4ccncc4n3Cc3ccc(C)cc3)cc2)cc1	5.2µM*	8%	8.2µM*
COc1ccc(CNC(=O)Cn2c(SCC(=O)Nc3ccc(C)c(C)c3)nc3ccccc32)cc1	?	4%	4.6µM*
CCOc1ccc(CN(CCc2ccc3c(c2)OCO3)Cc2cccc(C)c2)cc1	16µM*	/	13µM*
CN1CCN(c2nc(N)c(Br)c(Cl)n2)CC1	-18%	0%	-10%
COc1ccc(C(O)P(=O)(OC(C)C)OC(C)C)cc1 (configuration not stated)	-4%	-1%	-4%
CC(=O)c1c(O)n(C2CCCCCC2)c(=O)[nH]c1=O	18µM*	6%	?
CSc1nnc([C@@H](N)Cc2ccccc2)o1	-6%	-2%	9%

Grouped by structure, the compounds so far containing a Cl atom.
mol	DT40 TDP1 CPT	TDP1 block	TDP1 cell noCPT
O=C(Nc1ccc(Cl)c(C(F)(F)F)c1)c1ccc2c(c1)CCN2S(=O)(=O)c1ccccc1	9.2µM*	5%	9.2µM*
CN1CCN(c2nc(N)c(Br)c(Cl)n2)CC1	-18%	0%	-10%

(further entries)
mol	DT40 TDP1 CPT	TDP1 block	TDP1 cell noCPT
NC(=O)CN1CCCC1=O	-9%[21.1 µM]	9%[56.1 µM]	2.9µM*!
Cc1cc(OC(C)C(=O)NCC2CCC(C(=O)O)CC2)c2c3c(c(=O)oc2c1)CCC3 (configuration not stated)	-14%	4%	21%
Nc1cncc(C(=O)O)c1	19%&0%	6%&4%	-2%&8%
CCC(c1nnnn1-c1ccc2c(c1)OCCO2)N1CCC(n2c(=O)[nH]c3ccccc32)CC1 (configuration not stated)	10µM*	/	9.2µM*
COc1cccc(C(C)(O)c2nc(-c3cccc(F)c3)cs2)c1 (configuration not stated)	?	/	?
CC1NC(=O)NC(=O)C1Br (configuration not stated)	-19%	/	14%
COc1ccccc1N1C(=O)NC(=O)/C(=C/c2ccc3c4c(cccc24)CC3)C1=O	?	0%	?
CCOP(=O)(Cc1ccc(C#N)o1)OCC	17%	6%	-23%
O=C(Cc1ccccc1)Oc1ccc([N+](=O)[O-])cc1	-23%	7%	-20%
CCC(=NCc1cccnc1)c1c(O)n(Cc2ccccc2)c(=O)[nH]c1=O	-11%	0%	-29%
COCCCNC(=O)c1c(NC(=O)c2ccco2)n(Cc2ccccc2)c2nc3ccccc3nc12	?	5%	26µM*
O=C(CNC(=O)c1cccc(S(=O)(=O)N2CCc3ccccc32)c1)Nc1ccccc1Br	?	/	?
COc1cccc(C(=O)N2C[C@H]3C[C@@H](C2)c2cccc(=O)n2C3)c1	3%	/	9%
CNc1cc(N2CCNCC2)ccc1[N+](=O)[O-]	1%	-4%	5%
CN1C(=O)COc2c(C(=O)NC3CN4CCC3CC4)cc(Cl)cc21 (configuration not stated)	-7%	?	-16%
O=S(=O)(c1ccc(Cl)cc1)N1Cc2ccccc2-n2nncc2C1	?	/	?
COc1cc(CC2(CCc3ccncc3)C(=O)NC(=O)NC2=O)cc(OC)c1OC	-22%	3%	?
COC(=O)CCCC(NC(=S)N1CC2C[C@@H](C1)Cn1c2cccc1=O)C(=O)OC (some centres not stated)	0%	/	18%
O=c1c2ccccc2nc(/C=C/c2ccc(O)cc2)n1-c1cccc(O)c1	?	?	?
Cc1cccc(-n2c(O)c(C=NCCN3CCNCC3)c(=O)[nH]c2=S)c1	15%	/	-1%
CCC(=NC1CCN(Cc2ccccc2)CC1)c1c(O)[nH]c(=O)[nH]c1=O	?	5%	-11%
COc1ccccc1N1CCN(Cc2ccccc2Cl)CC1	?	2%	-23%
COc1ccc2c(c1)[C@@]13CCC=C[C@H]1[C@@H](C2)NCC3	-29%	/	?
COP(=S)(OC)Oc1ccc(S(=O)(=O)N(C)C)cc1	9%	9%	5%
CCCCCCOc1ccc(CN2CCN(CCO)CC2)cc1	16µM*	3%	21µM*
CC(C)C[C@@H]1COc2cc(N3CCN(C)CC3)ccc2S(=O)(=O)N1	-14%	/	-24%
c1ccc(CNCCc2c[nH]c3ccccc23)cc1	-24%	/	-29%
C[C@@H](NC(=O)C[C@@H]1C[C@@H]2c3cc(NS(=O)(=O)c4ccc(F)cc4)ccc3O[C@@H]2[C@@H](CO)O1)c1ccccc1	?	/	?
CC(=O)N1Cc2cnnn2-c2ccccc2C1(C#N)Cc1ccccc1 (configuration not stated)	-3%	/	-15%
Cc1cccc(C)c1OCC(=O)Nc1ccc(Cl)cc1C(=O)c1ccccc1	8%	-1%[12.3 µM]	-11%
O=C1c2ccccc2-c2c1nc1c([n+]2[O-])CCCC1	12µM*	2%	?
COc1cc(CN2CCCC(C(=O)c3sccc3C)C2)cc(OC)c1O (configuration not stated)	?	2%	?
O=C(Cc1ccccc1)OCC(=O)N1CCN(S(=O)(=O)c2ccc(Cl)cc2)CC1	-9%	/	-6%
CN1CCN(c2ncnc3ccc(Br)cc23)CC1	26µM*	3%	?
CN(C)c1nc(N(C)C)nc(N(C#N)CCCl)n1	-13%	0%	-14%
COC(=O)C1=C(c2cc3ccccc3o2)C[C@@H]2CC[C@H]1N2C(=O)NCCCOC(C)C	?	/	12µM*
Cn1cccc1/C=C1\C(=O)NC(=O)N(CCC2=CCCCC2)C1=O	16µM*	5%	13µM*
Brc1ccc(Oc2cc(Br)c(Br)cc2Br)c(Br)c1	12%	-5%&6%&-8%	?
C[C@]12C=CC(=O)C=C1CC[C@@H]1C2=CC[C@]2(C)[C@@H](C(=O)CN3CCN(c4cc(N5CCCC5)nc(N5CCCC5)n4)CC3)CC[C@@H]12	18µM*	/	13µM*
CCN(CC)CCCN=C(C)c1c(O)n(-c2ccccc2)c(=O)[nH]c1=O	-1%	5%	3%
Nc1cc(Cl)cc(Cl)c1	0%	0%&5%	-1%
Cc1nc2ccccc2c(=O)n1-c1ccccc1Cl	?	/	24µM*
COCCCNC(=O)c1c(NC(=O)c2ccccc2)n(Cc2ccccc2)c2nc3ccccc3nc12	?	/	-4%
O=c1c2ccccc2nc2n1CCS2(=O)=O	2.9µM*	9%	-109%
COc1nn(CSP(=S)(OC)OC)c(=O)s1	?	/	?
CC(=O)c1c(C)n(Cc2ccccc2)c2ccc(O)cc12	16µM*	/	18µM*
CC(Cc1ccccc1)NCC(=O)Nc1cc(N(C)C)nc2ccccc12 (configuration not stated)	?	/	?
c1ccc2sc(C3CCCNC3)nc2c1 (configuration not stated)	-7%	1%	-13%
COc1cc(/C=C2\C(=O)NC(=O)N(c3ccccc3)C2=O)c([N+](=O)[O-])cc1OC	-6%	5%	-7%
c1ccc2sc(C3CCNCC3)nc2c1	7%	/	-26%
CC(C)=CCOc1c2occc2cc2ccc(=O)oc12	-18%&-21%	-7%[56.1 µM]	-1%&-27%
COC(=O)C1=C(c2ccc(C(C)=O)cc2)C[C@@H]2CC[C@H]1N2C(=O)N1CCC(C)CC1	18µM*	1%	21µM*
O=C(OC1CCN(CCCl)CC1)C(c1ccccc1)c1ccccc1	16µM*	7%[56.1 µM]	?
CCC1(CCC(C)C)C(=O)NC(=S)NC1=O	7%	/	-5%
CCOP(=O)(OCC)c1nc(-c2cccc3ccccc23)oc1NCCc1ccc(OC)cc1	?	?	?
Oc1cc(O)cc(/C=C/c2ccc(O)cc2O)c1	?	2%	?
Cc1ccc2c(c1)C1CN(C)CCC1N2C(=O)Nc1cccc(Cl)c1 (configuration not stated)	?	2%	23µM*
C/C=C1/CN2CC[C@]34C(=C(C=O)[C@@H]1C[C@H]23)Nc1c(O)cccc14	-8%[9.04 µM]	11%	-14%[9.04 µM]
COc1cc(N2CCOCC2)ccc1C=C1C(=O)NC(=O)NC1=O	-5%	5%	-8%
CCOC(=O)c1cccc(NC(=O)NCc2ccc3c(c2)CCN3C(=O)c2ccccc2)c1	16µM*	5%	16µM*

Molecules above that have a cyano group, in the order listed:
mol	DT40 TDP1 CPT	TDP1 block	TDP1 cell noCPT
CCOP(=O)(Cc1ccc(C#N)o1)OCC	17%	6%	-23%
CC(=O)N1Cc2cnnn2-c2ccccc2C1(C#N)Cc1ccccc1 (configuration not stated)	-3%	/	-15%
CN(C)c1nc(N(C)C)nc(N(C#N)CCCl)n1	-13%	0%	-14%

Other entries follow.
compound,DT40 TDP1 CPT,TDP1 block,TDP1 cell noCPT
O=C(Cc1ccccc1)N1CCN(C/C=C/c2ccccc2)CC1,-24%,6%,?
c1ccc(-c2[nH]c(-c3ccccc3)[n+](CC3CO3)c2-c2ccccc2)cc1 (configuration not stated),5.8µM*,5%,10µM*
COc1ccc(/C=C/C=C2C(=O)NC(=S)NC2=O)cc1,3.3µM*,/,3.3µM*
Cc1ccc(S(=O)(=O)CC(C)(O)C(=O)Nc2cccc(C(F)(F)F)c2)cc1 (configuration not stated),-7%,6%,-2%
CN1CCc2nc(SCC(=O)OC(C)(C)C)c(C#N)cc2C1,?,-3%,?
CC1=C(C/C(C)=C/c2ccccc2)/C(=C/CO)[C@H](O)[C@](C)(O)C12CC2,?,/,?
Oc1ccc(CC2CC3CCN2CC3)cc1O (configuration not stated),-3%,-14%,6%
NC(=O)Cc1cccc(C(=O)c2ccccc2)c1N,-14%,/,?
S=C1CN=C(c2ccccc2Cl)c2cc(Cl)ccc2N1,-3%,5%,8%
c1ccc2c3c([nH]c2c1)C1(CCNCC1)NCC3,?,5%,-28%
COc1ccc(CN2C(=O)CC(=O)NC2=S)cc1,-5%,-1%,3%
O=C(CSc1nc2ccccc2c(=O)n1-c1ccc(Cl)c(Cl)c1)Nc1ccc2c(c1)CCC2,?,/,?
Cc1ccc(S(=O)(=O)N(c2cc(Cl)c(O)c(Cl)c2)P(=O)(OC(C)C)OC(C)C)cc1,-7%,-3%,8%
Cc1ccsc1/C=C1\C(=O)NC(=S)N(C)C1=O,5.8µM*,2%,3.3µM*
C[C@]12C[C@H]3S[C@H]3C[C@@H]1CC[C@@H]1[C@@H]2CC[C@]2(C)[C@@H](O)CC[C@@H]12,-27%[21.1 µM],/,-29%[21.1 µM]
C=CCNC(=S)N1Cc2ccccc2-n2nncc2C1,-7%,/,-19%

2 entries from above in a different format:
The line under a structure holds: DT40 TDP1 CPT | TDP1 block | TDP1 cell noCPT
Cc1ccsc1/C=C1\C(=O)NC(=S)N(C)C1=O
→ 5.8µM* | 2% | 3.3µM*
C[C@]12C[C@H]3S[C@H]3C[C@@H]1CC[C@@H]1[C@@H]2CC[C@]2(C)[C@@H](O)CC[C@@H]12
→ -27%[21.1 µM] | / | -29%[21.1 µM]

The results go on.
compound,DT40 TDP1 CPT,TDP1 block,TDP1 cell noCPT
CCCCCn1c(=O)c(C(=O)Nc2ccccc2C)c(O)c2ccccc21,21%,/,2%
CN1CCc2nc(SCc3ccccc3Br)c(C#N)cc2C1,?,-3%,18µM*
Cc1ccc2c(c1)CC1(CN2C)C(=O)NC(=O)N(CCc2ccccc2)C1=O (configuration not stated),?,7%,?
CCN(C[C@H]1N[C@@](C)(C(=O)OC)[C@H]2C(=O)N(Cc3ccccc3)C(=O)[C@@H]12)S(=O)(=O)c1ccc(C(C)(C)C)cc1,21µM*,3%,23µM*
CCCC1CCCCN1 (configuration not stated),-1%,/,-11%
Cc1ccc(OCC(=O)Nc2ccc(Cl)cc2C(=O)c2ccccc2)cc1,-4%&-3%,-2%[12.3 µM],-23%&-1%
CNCC/C=C\c1cccnc1,-5%,-5%[56.1 µM],-22%
